# Screens deposited in PubChem BioAssay by several laboratories.
# MDM2 E3 inh: blocks human Mdm2 ubiquitin ligase activity. Q00987. cell-based MDM2 ubiquitination luciferase reporter, 2 h; 0 = plate control, 100 = twice control, blank-subtracted. signal enhancement, % at 5 µM. 210,000 compounds, 0.11% hits. AID 1230;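 active = signal enhancement of 30% or more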;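 note: luminescence tracks abundance of the self-degrading MDM2-luciferase fusion protein; higher signal means inhibition of MDM2 E3 ligase activity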
# Target sequence (Q00987 whole entry, looked up, the tested form may be a part): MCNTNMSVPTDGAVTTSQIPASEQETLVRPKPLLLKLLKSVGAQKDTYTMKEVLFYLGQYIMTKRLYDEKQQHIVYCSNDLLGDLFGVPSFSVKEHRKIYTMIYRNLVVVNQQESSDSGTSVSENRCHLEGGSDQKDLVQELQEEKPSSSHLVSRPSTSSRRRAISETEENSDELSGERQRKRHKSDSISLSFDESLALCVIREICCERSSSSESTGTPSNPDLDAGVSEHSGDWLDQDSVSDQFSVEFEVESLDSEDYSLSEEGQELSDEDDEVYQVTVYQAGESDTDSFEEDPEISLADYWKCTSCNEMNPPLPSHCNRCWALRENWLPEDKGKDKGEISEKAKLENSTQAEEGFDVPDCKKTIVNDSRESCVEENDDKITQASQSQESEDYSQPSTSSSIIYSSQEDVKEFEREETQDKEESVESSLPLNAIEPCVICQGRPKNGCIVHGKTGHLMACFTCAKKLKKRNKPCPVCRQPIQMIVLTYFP
#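 Test system: stable mammalian line carrying autodegrading MDM2–luciferase fusion reporter; quantity: 2000 cells in each well; times: 4 h cell settling then 2 h compound exposure, 37 °C; detection: luminescence with SteadyLite reagent, 15 min at room temperature; evaluation: percent signal gain over controls, blank-subtracted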
# EBV gp42 block: EBV gp42 inhibition; Fluorescence polarization binding assay, mP read-out; inhibition, % (tested at 21.74 µM); 220,000 compounds, 0.42% hits; AID 1085; in the data active = inhibition above about 50%
# Target sequence (Q1HVG2 whole entry, looked up): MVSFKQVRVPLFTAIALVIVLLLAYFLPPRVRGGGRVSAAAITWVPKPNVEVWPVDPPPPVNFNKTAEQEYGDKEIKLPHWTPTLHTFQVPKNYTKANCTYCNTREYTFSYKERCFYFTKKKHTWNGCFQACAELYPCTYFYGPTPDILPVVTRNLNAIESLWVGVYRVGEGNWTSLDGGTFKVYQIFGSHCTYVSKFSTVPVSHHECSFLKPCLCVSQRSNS
# p47phox inh: blocks human p47phox regulatory protein of NADPH oxidases | p47phox/p22phox peptide binding, fluorescence polarization, 2 h | 220,000 compounds, 0.53% hits | AID 1274 | inhibition, % at 24.7 µM | P14598;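 active = inhibition above about 30%, limit read from the data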;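 note: 0% = p47phox with labelled peptide and 100% = labelled peptide alone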
# Target sequence (P14598 whole entry, looked up): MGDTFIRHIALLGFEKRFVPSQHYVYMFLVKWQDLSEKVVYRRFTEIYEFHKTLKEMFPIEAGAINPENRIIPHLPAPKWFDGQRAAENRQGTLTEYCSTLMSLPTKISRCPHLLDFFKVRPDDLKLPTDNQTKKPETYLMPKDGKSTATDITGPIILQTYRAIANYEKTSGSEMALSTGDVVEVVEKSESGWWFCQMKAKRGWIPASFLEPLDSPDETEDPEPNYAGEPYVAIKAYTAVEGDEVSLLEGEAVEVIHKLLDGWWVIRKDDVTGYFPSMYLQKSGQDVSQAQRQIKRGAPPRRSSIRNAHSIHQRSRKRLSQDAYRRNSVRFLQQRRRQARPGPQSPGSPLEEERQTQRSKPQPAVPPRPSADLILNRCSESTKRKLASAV
# CHOP inhibitor: blocks CHOP induction under ER stress | inhibition, % at 10 µM | AID 2732 | 220,000 compounds, 3.8% hits | CHO-K1 CHOP-promoter luciferase, tunicamycin-induced, 15-18 h;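 active = compounds that reduced the stress-induced luciferase reporter signal by more than about 70% of percent inhibition, limit read from the data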;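 note: 0% = tunicamycin plus vehicle and 100% = wells without tunicamycin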
# PPC-1+TRAIL kill: compounds killing PPC-1 cancer cells with TRAIL present (potentiator screen, no TRAIL-free arm). PPC-1 cells + TRAIL, ATPLite viability luminescence. cell killing (% activity), % at 4 µM. 220,000 compounds, 0.41% hits. AID 1443;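 active = cell killing above 50% in the first pass at 4 µM, then a duplicate retest at 5 µM averaging 50% or more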;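 note: plate controls were cells with TRAIL plus DMSO for no effect and medium-only wells lacking cells for full effect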
# zfTRPN1 agonist: activates the zebrafish TRPN1 channel; 220,000 compounds, 0.18% hits; HEK293 zebrafish TRPN1-YFP, Fluo-8 calcium fluorescence; 100% = response to 87 µM carbachol; activation, % at 3 µM;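 active = activation above its plate's cutoff, the mean activation of test wells on that plate plus 3 SD, cut at about 19% in these data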;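 note: 0% = DMSO alone and 100% = 87 µM carbachol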
#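 Assay system: Zebrafish TRPN1-YFP in HEK293 cells | Incubation: Dye loading 1 h at 37 °C, then 30 min room temperature | Measured by: Kinetic Fluo-8 fluorescence, ex 470-495, em 515-575 nm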
# Runt-SMMHC FRET: Runt domain-CBFb-SMMHC interaction inhibition; Cerulean-Runt/Venus-CBFb-SMMHC FRET ratio 530/480, 1 h; AID 1434; inhibition, % at 20 µM; 220,000 compounds, 0.74% hits;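 active = mean inhibition across duplicate retests at 20 µM reaching about 50%, limit read from the data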;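 note: 0% = DMSO wells and 100% = wells with excess untagged CBFb-SMMHC; inhibitors lower the FRET ratio by blocking Runt binding to CBFb-SMMHC; some results filed as inactive read as strong as hits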
# TRPML3 agonist: human mucolipin-3 channel agonism; HEK293 TRPML3-YFP, Fluo-8 calcium fluorescence; 100% = the carbachol control signal; AID 1448; 220,000 compounds, 0.29% hits; activation, % at 3 µM;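 active = activation above its plate's cutoff, the mean activation of the plate's test wells plus 3 SD, cut at about 12% in these data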;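 note: 0% = DMSO only wells and 100% = carbachol wells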
#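 Material: HEK293 cells stably carrying human TRPML3-YFP; compound dosing: single dose, 3 µM final nominal compound, 0.3% DMSO final; incubation: 1-h 37 °C dye load, 5-s basal, 120-s post-compound reads; technique: Fluo-8 intracellular calcium fluorescence, excitation 470-495 nm, emission 515-575 nm; read-out basis: percent activation from peak-to-basal fluorescence ratio, scaled between DMSO and carbachol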
# TNF death inh: inhibitors of TNF-alpha induced necroptosis in Jurkat FADD-/- cells | Jurkat FADD-/- TNF necroptosis rescue, ATP luminescence, 24 h; 0 = TNF only, 100 = no-TNF cells | activation (protection from cell death), % at 10 µM | 220,000 compounds, 0.068% hits | AID 463075;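 active = activation, meaning protection from cell death, of at least 50% relative to plate controls; inactive = activation below 50%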;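 note: necroptosis triggered by 40 ng/mL TNF-alpha added together with compound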
# The depositor's hits bear a star; x = no result given; [ ] = another dose, or the depositor's remark. Random draw from the library; 5.9% or so of the library scored in one or more.
SMILES,MDM2 E3 inh,EBV gp42 block,p47phox inh,CHOP inhibitor,PPC-1+TRAIL kill,zfTRPN1 agonist,Runt-SMMHC FRET,TRPML3 agonist,TNF death inh
CCOC(=O)C(CCc1nnc(N)s1)C(=O)OCC,2,-8,3,22,-11,0.4,3,0.0,0.0
O=C(NCc1nnc(SCC(=O)N2CCCc3ccccc32)o1)c1c(F)cccc1Cl,-3,-1,-12,32,6,0.8,1,0.1,0.9
CC1(C)Cc2c(c(=S)nc(-c3ccccc3)n2CCO)CO1,-16,-26,-2,19,21,-0.4,-4,0.8,1.4
CCCOc1ccc(-c2csc(N)n2)cc1[N+](=O)[O-],-3,-13,-19,19,11,-0.9,2,-0.1,-2.7
Cc1nc2ccccc2n1CC(=O)OCC(=O)NCCc1ccccc1,-19,-24,11,18,6,0.3,4,1.1,0.2
CCN(CC)CCN(C(=O)c1ccc(C(C)=O)cc1)c1nc2ccc(Cl)cc2s1,-3,18,-2,-10,16,-0.3,-1,1.4,4.2
Cc1cc(C)c(NS(=O)(=O)c2ccc(Cl)c(C(=O)O)c2)c(C)c1,-24,-16,-8,20,27,-0.8,1,0.2,0.1
C/C(=N\OC(=O)NC(C)C)c1sc(-c2ccccc2)nc1C,-5,-20,-4,-6,14,-0.5,0,-0.6,-1.0
COc1ccc(CCNC(=O)c2ccc(N(C)S(=O)(=O)c3ccc(C)cc3)cc2)cc1,-1,0,7,23,14,-1.2,0,-0.7,2.6
Cc1[nH]c2ccccc2c1C(=O)CNc1nccs1,0,-2,13,10,22,-0.5,6,-0.3,3.9
CC(C)(Oc1cccc2ccccc12)C(=O)O,-13,-17,-12,12,11,-1.2,4,0.2,0.6
Cc1cc(Br)c(OCC(=O)NN)c2c1CCC2,-5,-5,-5,27,1,1.2,1,0.2,1.1
O=C(c1ccccc1NS(=O)(=O)c1ccc2c(c1)OCCO2)N1CCOCC1,-5,-22,9,-13,12,-0.9,-1,0.1,1.0
COc1ccc2nc(N/C(=N/S(=O)(=O)c3cccs3)c3ccccc3Cl)sc2c1,-9,-3,-14,-9,-5,-1.0,0,-0.1,-1.1
C=CCOC(=O)COc1ccc2c(C)c(C)c(=O)oc2c1,3,-5,-4,3,18,0.2,0,0.7,0.4
CC(=O)c1cccc(NC(=O)c2cc(-n3cnnc3)ccc2Cl)c1,7,-14,-13,-7,24,0.6,-1,0.6,0.7
CN(Cc1ccccc1)S(=O)(=O)c1cccc2nsnc12,-6,-6,-2,1,-18,-1.6,2,-0.1,-0.1
O=C(CNC(=O)Cc1ccccc1)NCC(=O)OCC(=O)c1cccc2ccccc12,-14,-7,-12,24,12,-1.6,1,0.1,-1.7
CC(NC(=O)c1cn(C(C)c2ccccc2F)nn1)c1ccncc1 (configuration not stated),-43,-1,-4,3,16,1.7,-1,1.1,0.9
c1ccc(CN2CCN(CCOCCOc3cccc4ccccc34)CC2)cc1,-18,0,1,25,12,1.2,-2,2.3,3.3
CCCOc1ccc(N2C(=O)CC(N3CCC(c4nc5ccccc5o4)CC3)C2=O)cc1 (configuration not stated),-1,-4,-17,49,-16,-1.2,2,0.6,0.6
COC(=O)c1cc(NS(=O)(=O)c2ccc(NCc3cccnc3)c(N)c2)cc(C(=O)OC)c1,-4,-6,10,-21,18,-1.3,3,-0.3,2.1
COc1ccc(C(=O)Cn2nnc(-c3ccccc3NC(=O)C3CCCCC3)n2)cc1,-11,-148,-2,15,8,0.6,14,0.3,1.3
Cc1ccc(OCc2ccc(C(=O)NCC3CCCO3)cc2)cc1 (configuration not stated),0,-2,-9,15,-3,0.1,2,0.5,-0.4
C#CCNc1ccc([N+](=O)[O-])cc1,-7,-10,-9,21,24,-2.3,-1,-0.8,0.4

# Remaining list, next part
SMILES,MDM2 E3 inh,EBV gp42 block,p47phox inh,CHOP inhibitor,PPC-1+TRAIL kill,zfTRPN1 agonist,Runt-SMMHC FRET,TRPML3 agonist,TNF death inh
Cc1ccc(OCC(=O)O/N=C(\N)c2ccccn2)cc1,-15,-13,-14,-21,10,-0.9,4,-0.1,1.1
COc1ccc(Br)c(OC)c1C(=O)NC(=O)Nc1nc(C)cc(C)n1,-17,-10,-7,11,-2,-1.0,0,0.2,-0.3
COc1ccc(CCNc2ccc(C(=O)O)cc2[N+](=O)[O-])cc1OC,-3,3,-4,7,-4,0.8,-4,1.1,0.8
CC(C)OC(=O)c1c2nc3ccccc3nc2n2c1[nH]c(=O)c1ccccc12,4,27,-36,-3,13,0.2,62*,0.4,0.2
O=[N+]([O-])c1ccc(COn2nnc3ccccc32)cc1,-7,-2,-1,9,17,-0.6,0,-0.3,4.0
CCc1ccc(NC(=S)Nc2ccc3cn[nH]c3c2)cc1,0,-6,-6,8,11,0.0,5,0.3,-22
COc1ccc(CCNC(=S)NC2CCN(Cc3ccccc3)CC2)cc1OC,-15,-9,-10,11,4,3.1,-2,2.7,0.6
COC(=O)c1c(NC(C)=O)sc(C(=O)Nc2ccccc2OC)c1C,-1,-10,-7,2,6,1.1,0,-0.5,-1.0
NNc1nc(-c2ccccc2)c2cc(Cl)ccc2n1,-15,2,-3,10,9,2.5,0,0.2,0.4
COc1cccc(N2C(=O)CC(Nc3ccc(N4CCOCC4)cc3)C2=O)c1 (configuration not stated),-11,-27,0,14,10,0.2,3,0.2,-1.9
COc1ccc(-c2cn[nH]c2-c2ccc(OCc3ccc([N+](=O)[O-])cc3)cc2O)cc1,-10,8,35*,91*,12,-0.1,2,-0.2,5.8
Cc1cc(C)nc(N(C#N)S(=O)(=O)c2ccc(Br)cc2)n1,-7,-15,0,35,10,-0.1,-2,-0.7,-0.1
O=C(NCCc1nnc2ccc(NCc3ccc(F)cc3)nn12)c1ccccc1,-7,4,-4,3,8,0.8,2,0.3,-0.4
Cc1cc(N2CC(C)OC(C)C2)nc(C(C)C)n1 (configuration not stated),-1,-5,7,3,-16,0.5,3,0.8,-0.3
Cc1cccc2sc(NC(=O)c3ccc(NS(=O)(=O)c4cccs4)cc3)nc12,-3,-8,-38,43,12,-2.3,-6,0.0,4.8
CSc1nc(-c2ccccc2)nc(N)c1C(C)=O,0,-53,-2,38,5,-0.7,-2,0.4,1.5
COC(=O)c1sccc1NC(=S)N1C(C)CCCC1C (configuration not stated),-20,-10,-3,-2,7,-0.8,3,0.4,-0.5
Cc1cc(C[n+]2ccsc2N)c2ncccc2c1,x,-12,2,14,-4,1.2,0,1.2,4.9
O=[N+]([O-])c1cccc(CNC2CCCCCC2)c1,-4,-19,-2,50,13,0.5,-1,0.6,1.8
O=C(Nc1ccc2c(c1)OCCO2)c1ccco1,-24,-1,-18,6,26,0.3,-1,-0.2,-2.6
CC1CCN(C(=O)CN(c2ccc(Oc3ccccc3)cc2)S(C)(=O)=O)CC1,7,0,-6,34,-11,3.3,6,2.8,-6.1
Cc1cc([N+](=O)[O-])nn1CC(=O)N/N=C/c1ccc(O)cc1O,-6,-5,-12,55,6,2.1,0,1.4,-15
CCO[C@@H]1OC(C(=O)N2CCN(Cc3ccc4c(c3)OCO4)CC2)=C[C@H](c2ccc(C(F)(F)F)cc2)[C@H]1CCCO,x,-1,-4,-4,-10,-1.3,-7,0.5,2.0
Cc1ccc(CC(=O)N2CCN(c3ccccc3F)CC2)cc1,-7,-2,2,-1,-1,-1.6,-1,-0.4,1.8
CC(=O)c1ccc(N2CCN(C(=O)CCS(=O)(=O)c3ccc(C)cc3)CC2)cc1,-8,-21,0,14,-5,2.6,-3,1.2,-0.8

# Record cards, from the list above. Screens in order: MDM2 E3 inh | EBV gp42 block | p47phox inh | CHOP inhibitor | PPC-1+TRAIL kill | zfTRPN1 agonist | Runt-SMMHC FRET | TRPML3 agonist | TNF death inh
# Record of Cc1ccc(OCC(=O)O/N=C(\N)c2ccccn2)cc1 = -15 | -13 | -14 | -21 | 10 | -0.9 | 4 | -0.1 | 1.1
# Record of NNc1nc(-c2ccccc2)c2cc(Cl)ccc2n1 = -15 | 2 | -3 | 10 | 9 | 2.5 | 0 | 0.2 | 0.4

# Next part:
SMILES,MDM2 E3 inh,EBV gp42 block,p47phox inh,CHOP inhibitor,PPC-1+TRAIL kill,zfTRPN1 agonist,Runt-SMMHC FRET,TRPML3 agonist,TNF death inh
O=C(Cc1ccccc1)NCC(=O)OCC(=O)c1ccc(Cl)c([N+](=O)[O-])c1,5,-14,3,-15,9,0.3,-1,0.3,-1.5
COc1ccc(CC2(C)OC(c3ccncc3)=NN2C(C)=O)cc1 (configuration not stated),-16,-7,0,27,-7,0.9,1,-0.3,-3.5
COc1ccc(NC(=O)c2nc[nH]c2C(=O)N[C@@H](CC(C)C)C(=O)OC(C)(C)C)cc1,1,-4,1,76*,1,x,-4,x,2.7
O=C(NCc1ccccc1)C1COc2ccccc2O1 (configuration not stated),3,-8,6,27,9,-1.9,-2,-0.3,1.1
COc1ccc(C2NCCc3c2[nH]c2ccccc32)cc1CN1CCc2cc(OC)c(OC)cc2C1C (configuration not stated),-30,-10,-6,-29,13[5 µM],11,5,5.3,-30
CN1CCN(c2nc(-c3cccs3)nc3ccccc23)CC1,0,-3,-10,7,6,2.9,4,1.5,1.2
CC(Oc1ccccc1Cl)C(=O)N(Cc1ccco1)C1CCS(=O)(=O)C1 (configuration not stated),-13,6,-6,-23,-14,-0.2,2,0.6,2.6
Nc1cc(=O)[nH]c(SCc2cccc(Cl)c2)n1,-1,-26,-13,28,6,0.4,4,0.1,-6.3
COc1ccc(-n2c(SCC(=O)Nc3ccccc3)nnc2-c2ccoc2C)cc1,1,-9,-2,33,x,-1.8,x,-0.6,-0.1
O=C1CCCc2nc(N3CCN(c4ccccc4)CC3)ncc21,-12,0,1,31,21,-0.2,-4,0.5,-1.2
O=C(NNS(=O)(=O)c1ccccc1[N+](=O)[O-])c1cccc([N+](=O)[O-])c1,-6,-13,10,36,20,1.8,1,0.8,1.5
CCCCn1c(CNC(=O)c2cccs2)nc2ccccc21,-6,-5,4,21,x,-1.2,3,-0.5,1.8
C/C(=N\NC(=S)NC(C)C)c1ccc2c(c1)OCCO2,-4,-2,-1,-7,-1,0.1,5,0.2,-0.1
Cc1ccc(NC(=S)NNC(=O)c2ccc(N3CCOCC3)c([N+](=O)[O-])c2)cc1Cl,-3,13,-2,17,-1,0.3,-4,0.4,0.2

# Ordered by the number under p47phox inh (lowest first): 5 from the list above.
compound,p47phox inh
O=C(Nc1ccc2c(c1)OCCO2)c1ccco1,-18
O=C(CNC(=O)Cc1ccccc1)NCC(=O)OCC(=O)c1cccc2ccccc12,-12
CN(Cc1ccccc1)S(=O)(=O)c1cccc2nsnc12,-2
COc1ccc(CC2(C)OC(c3ccncc3)=NN2C(C)=O)cc1 (configuration not stated),0
O=C1CCCc2nc(N3CCN(c4ccccc4)CC3)ncc21,1
